High-throughput results from PubChem BioAssay.
CAL PDZ FP-1: untagged CAL PDZ binding inhibitors, primary screen, biochemical, fluorescence polarization, HTS. inhibition, % at 24.9 µM. Golgi-associated PDZ and coiled-coil motif-containing protein (Homo sapiens), Q9HD26. purified CAL PDZ, TMR-peptide fluorescence polarization, 1 h. actives 0.92% (n = 300,000). AID 602252, 2012;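 active means mean inhibition of at least 30% with at least half of replicates also reaching 30%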;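 further: 0% = DMSO neutral control and 100% = excess unlabeled competitor peptide PRC23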
Rtt109 Vps75: inhibitors of C. albicans Rtt109/Vps75 HAT, primary screen, biochemical, ThioGlo CoA-SH fluorescence, plate reader. AID 540336, 2011. actives 0.16% (n = 330,000). purified Rtt109/Vps75, 4 h. inhibition, % at 34.9 µM. Histone acetyltransferase RTT109 (Candida albicans (strain SC5314 / ATCC MYA-2876)), …;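 active means inhibition of at least 50% in every replicate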
Target sequence (Q5AAJ8 whole entry, looked up): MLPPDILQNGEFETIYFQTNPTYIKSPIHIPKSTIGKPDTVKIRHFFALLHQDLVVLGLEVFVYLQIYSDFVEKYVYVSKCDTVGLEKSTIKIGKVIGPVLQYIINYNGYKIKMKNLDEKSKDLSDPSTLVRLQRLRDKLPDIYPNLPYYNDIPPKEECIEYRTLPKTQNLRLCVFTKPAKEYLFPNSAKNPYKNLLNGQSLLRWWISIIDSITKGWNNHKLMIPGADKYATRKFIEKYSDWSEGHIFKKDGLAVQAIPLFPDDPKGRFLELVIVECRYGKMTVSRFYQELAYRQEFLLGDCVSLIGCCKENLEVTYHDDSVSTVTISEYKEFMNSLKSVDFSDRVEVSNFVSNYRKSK
CAL PDZ FP-2: CAL PDZ peptide-binding inhibitors, primary screen, biochemical, fluorescence polarization, Cer-tagged CAL PDZ, HTS; Golgi-associated PDZ and coiled-coil motif-containing protein (Homo sapiens), Q9HD26; purified CAL PDZ, TMR-peptide fluorescence polarization, 1 h; inhibition, % at 20 µM; actives 0.02% (n = 330,000); AID 504414, 2011;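 active means highest replicate inhibition of at least 40%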;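 further: plate controls were DMSO neutral control wells for no effect and unlabeled competitor peptide control wells for full effect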
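material = purified tagged CAL PDZ domain construct (CerCALP) | buffer or medium = sodium phosphate/NaCl buffer pH 7.4 with TCEP, IgG, Thesit | reagent = TMR-labelled reporter peptide T*-PRC34 bound in PDZ groove | incubation = 1 h room-temperature incubation prior to read | measured by = fluorescence polarization (mP) | evaluation = percent inhibition from loss of millipolarization | control set = unlabelled peptide and DMSO controls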
DAGLB inhibitor: DAGLB lipase inhibitors, primary screen, biochemical, fluorescence, HTS. actives 0.059% (n = 340,000). inhibition, % at 5.17 µM. HEK293T DAGLB membrane lysate, EnzChek fluorogenic substrate; in the data active means inhibition above about 34%;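 further: 0% = enzyme with vehicle and 100% = wells lacking enzyme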
Cardiac RTF inh: cardiac RTF calcium sensitivity inhibitors, primary screen, biochemical, IANBD-TnC fluorescence, EC70 calcium | Troponin I, cardiac muscle (Homo sapiens) + Troponin T, cardiac muscle (Homo sapiens) + … | IANBD-labeled cardiac RTF, Ca2+ fluorescence | inhibition, % at 7.15 µM | actives 0.12% (n = 340,000) | AID 493244, 2011;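 active means inhibition above the mean inhibition of all tested compounds plus 3 SD, cut at about 17% in these data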;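 further: assay run at fixed EC70 calcium of 1.6 mM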
PKA-R2B activ: activators of PKA-R2B holoenzyme, primary screen, biochemical, fluorescence polarization, Cy5-IP20, human. cAMP-dependent protein kinase catalytic subunit beta (Homo sapiens) + cAMP-dependent …. PKA-R2B holoenzyme dissociation; R2B truncated from residue 108, S112A mutant; 0% DMSO only, 100% 113 µM cGMP. activation, % at 11.4 µM. actives 0.079% (n = 340,000). AID 504700, 2011;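 active means activation above a cutoff set at the mean over all compounds plus 3 SD, cut at about 18% in these data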;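 further: higher means more holoenzyme dissociation and a rise in polarization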
SR-BI DiI-HDL act: activators of SR-BI mediated DiI-HDL uptake, primary screen, ldlA[mSR-BI] CHO cells, DiI fluorescence | AID 504775, 2011 | activation, % at 12.5 µM | actives 0.096% (n = 320,000) | 3 h; 100 = double the neutral-control signal;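 active means mean replicate activation of at least 60% and every replicate at or above 60%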;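 further: 0% = median plate neutral-control signal and 100% = twice that signal; values of inactives mirror those of a sister screen read the other way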
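System: LDL receptor-deficient CHO ldlA cells overexpressing murine SR-BI | Timing: 3 h uptake period with compound, 37 °C | Medium: HEPES-buffered (25 mM, pH 7.4) F12 plus 0.5% BSA | Dosing: Single-point compound dose | Signal: Bottom-read fluorescence, 550/595 nm | Read-out: Retained DiI signal reflecting DiI-HDL uptake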
C-LANA FP: inhibitors of KSHV C-LANA binding to DNA, primary screen, biochemical, fluorescence polarization, FAM-LBS DNA, MBP-C-LANA, single point; actives 0.078% (n = 340,000); inhibition, % at 9 µM; AID 504423, 2011;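 active means highest replicate inhibition at or above 60% at 9 µM, even if other replicates fall short; inactive means all replicates below 60% inhibition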;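 further: 0% = neutral control wells and 100% = 4 µM acridine orange control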
cardiac RTF act: cardiac RTF calcium sensitivity activators, primary screen, biochemical, IANBD-TnC fluorescence, EC20 calcium; Troponin I, cardiac muscle (Homo sapiens) + Troponin T, cardiac muscle (Homo sapiens) + …; IANBD-labeled TnC RTF fluorescence at EC20 calcium; 0% EC20 calcium, 100% full calcium; actives 0.24% (n = 340,000); activation, % at 7.2 µM; AID 493008, 2010;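 active means activation above the mean over all tested compounds plus 3 SD, cut at about 30% in these data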;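 further: rise in fluorescence read as greater calcium sensitivity of cardiac thin filaments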
Keap1-Nrf2 PPI: Keap1-Nrf2 protein-protein interaction inhibitors, primary screen, biochemical, fluorescence polarization, single point; Kelch-like ECH-associated protein 1 (Homo sapiens), Q14145; Keap1 Kelch-Nrf2 peptide fluorescence polarization, 1536-well; inhibition, % at 9.4 µM; actives 0.15% (n = 340,000); AID 504523, 2011; in the data active means inhibition above about 12%;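 further: human Keap1 Kelch domain with fluorescein labeled Nrf2 9mer peptide probe; 0% = neutral control wells and 100% = peptide positive control; higher means more block of Keap1 binding to Nrf2 peptide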
Target sequence (Q14145 whole entry, looked up, the tested form may be a part): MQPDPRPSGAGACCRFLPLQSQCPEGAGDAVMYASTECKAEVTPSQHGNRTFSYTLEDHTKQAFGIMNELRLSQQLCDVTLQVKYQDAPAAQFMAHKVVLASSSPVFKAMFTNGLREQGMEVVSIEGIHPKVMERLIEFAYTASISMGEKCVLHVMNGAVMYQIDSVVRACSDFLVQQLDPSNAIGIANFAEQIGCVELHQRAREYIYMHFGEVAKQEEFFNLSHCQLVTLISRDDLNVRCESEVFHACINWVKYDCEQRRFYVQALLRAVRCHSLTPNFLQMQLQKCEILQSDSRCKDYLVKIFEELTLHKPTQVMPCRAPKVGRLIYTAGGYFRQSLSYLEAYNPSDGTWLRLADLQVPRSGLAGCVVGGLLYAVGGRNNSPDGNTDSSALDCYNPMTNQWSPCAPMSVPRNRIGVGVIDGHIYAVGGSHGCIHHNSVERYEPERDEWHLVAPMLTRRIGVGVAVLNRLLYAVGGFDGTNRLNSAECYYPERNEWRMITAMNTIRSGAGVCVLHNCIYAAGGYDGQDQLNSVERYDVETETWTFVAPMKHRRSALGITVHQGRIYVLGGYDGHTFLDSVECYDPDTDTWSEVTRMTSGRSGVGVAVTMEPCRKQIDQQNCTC
An asterisk follows results filed as active; · = no result given.

SMILES	CAL PDZ FP-1	Rtt109 Vps75	CAL PDZ FP-2	DAGLB inhibitor	Cardiac RTF inh	PKA-R2B activ	SR-BI DiI-HDL act	C-LANA FP	cardiac RTF act	Keap1-Nrf2 PPI
N#C/C(=C\c1ccc(O)c(O)c1)C(=O)N1CCc2ccccc21	2	1	-1.2	34	-13	5	-3	0.7	0	-5
CCN(CC)C(=O)CSc1nnc([C@@H](N)Cc2ccccc2)o1	·	9	-2.4	-3	2	-3	2	-0.5	-2	-6
CCCN1C2CCCC1CC(NC(=O)NC1CCCCC1)C2 (stereo unspecified)	0	-1	·	2	-1	5	-17	-1.3	8	-4
CC(C)(C)NC(=O)NC(=O)COC(=O)c1cccc(NS(=O)(=O)c2ccc(F)c(F)c2)c1	-5	1	-2.1	2	-5	3	-23	-1.8	0	-3
O=C(CS(=O)(=O)c1cccc(Cl)c1)Nc1ccccc1Cl	-4	5	-1.9	0	-3	1	5	1.1	1	-1
CCOc1ccccc1NC(=O)CN1CCC(NC(=O)c2ccccc2)CC1	-3	2	0.8	-4	-10	-8	-1	0.5	6	-3
Cc1ccc(N2CN=c3s/c(=C\c4cccnc4)c(=O)n3C2)cc1	-2	6	-3.4	0	2	0	22	1.4	3	-2
Cc1noc2ncnc(N3CCN(c4cccc(Cl)c4)CC3)c12	0	-6	-0.6	1	-15	2	-17	0.7	-2	0
CCC1(c2ccc(F)cc2)NC(=O)N(CC(=O)N2CCN(S(=O)(=O)c3ccc(C)cc3)CC2)C1=O (stereo unspecified)	-1	13	-3.2	0	-7	9	-4	-0.8	-11	-4
CC(=O)NC12CC3CC(C1)CC(C(=O)Nc1nc4ccc(S(C)(=O)=O)cc4s1)(C3)C2	-5	6	-4.3	-1	-1	2	-25	1.2	-6	-5
C=CCn1c(SCc2ccc3nonc3c2)nnc1-c1cccs1	-3	-3	-2.3	-3	-8	-3	1	-0.8	1	0
COCCn1c(N)c(C(=O)OCc2ccccc2)c2nc3ccccc3nc21	·	-5	-1.5	-1	1	-3	-4	1.4	-2	-2
Nc1cc(=O)[nH]c(SCc2nc3ccccc3n2Cc2ccccc2)n1	-2	7	-2.2	3	4	5	21	-0.7	1	-4
Cc1cc(C(=O)NP(=O)(N2CCOCC2)N2CCOCC2)c(C)n1-c1ccc(N(C)C)cc1	88*	5	-1.3	0	-23	-6	0	-2.0	-4	4
COc1ccc(-c2c(C#Cc3ccsc3)c3cc(-c4ccc5cc[nH]c5c4)ccc3n2C)cc1	-1	-1	-0.8	-2	-1	0	-35	-0.6	-3	-4
O=C(O)c1ccc(-c2noc(-c3ccccc3C(F)(F)F)n2)cc1	-6	6	-1.3	-4	-2	-4	12	-0.3	12	0
CC1CCN(CCCCOc2ccc(C(C)(C)C)cc2)CC1	2	-1	-1.8	-2	-13	5	20	-2.6	-4	1
O=C(c1ccco1)N1CCN(C(=O)C2CCCO2)CC1 (stereo unspecified)	2	·	-1.8	5	-10	7	-1	1.1	0	2
COc1ccc(Cc2nnc(NC(=O)C(C)(C)C)s2)cc1	0	7	0.6	0	-5	0	13	1.7	-3	-5
CN(C)S(=O)(=O)c1ccc(NC(=O)Cc2ccc(S(=O)(=O)N3CCOCC3)s2)cc1	-1	-4	-1.8	-1	-6	4	5	-1.1	-2	-2
CCCCNC(=O)[C@H](CSCc1ccccc1)N1Cc2ccccc2C1=O	·	5	0.5	-2	-11	-8	-15	1.6	0	-3
O=C(N=C1SC2CS(=O)(=O)CC2N1CCc1ccccc1)C1CCCCC1 (stereo unspecified)	-2	9	-1.9	-3	7	-8	-5	-1.5	-7	-1
Cc1ccccc1CNC(=O)C(=O)NCCC1CCCCN1S(=O)(=O)c1ccccc1 (stereo unspecified)	-2	-2	-0.9	-3	12	-2	3	-0.1	2	-1
Fc1ccc(CNc2nc(-c3cccnc3)nc3ccccc23)cc1	-3	18	-4.0	1	7	-10	-26	0.4	3	-2
Cc1[nH]c(=O)c(C#N)c(C)c1Cc1ccc(Cl)cc1Cl	8	-7	0.5	1	-1	-2	-10	-0.1	-3	-1
SMILES	CAL PDZ FP-1	Rtt109 Vps75	CAL PDZ FP-2	DAGLB inhibitor	Cardiac RTF inh	PKA-R2B activ	SR-BI DiI-HDL act	C-LANA FP	cardiac RTF act	Keap1-Nrf2 PPI
COC(=O)COn1c(SCC(=O)OC)nc2ccccc2c1=O	0	·	-1.9	2	-3	6	10	16	-7	-3
COC(=O)C1=C(C)n2nnnc2NC1c1ccc(Cl)cc1 (stereo unspecified)	·	10	-0.2	0	5	-12	-31	1.0	-6	-2
Clc1cccc2c3c([nH]c12)CCNC3	5	-3	-1.2	0	-2	4	-4	-0.8	-2	-5
O=C(c1cccnc1)N1N=C(C2CCCCC2)CC1(O)C(F)(F)F (stereo unspecified)	2	-1	-0.1	0	3	-4	10	-3.3	3	0
O=S(=O)(c1ccc(Cl)cc1)N1CCc2ccccc21	0	2	-1.0	-8	4	-8	15	-4.2	-1	-2
CC(=O)Nc1ccc(N(C(=O)Cn2nnc3ccccc32)C(C(=O)NC2CCCC2)c2ccc(O)c(O)c2)cc1 (stereo unspecified)	2	·	-0.1	3	-3	-7	2	1.6	7	0
Nc1ccc(-n2ccnc2)cc1	-2	-2	1.3	-3	3	-6	13	-0.8	-6	-1
O=C(Oc1csc(=S)n1C(=O)c1ccccc1)c1ccccc1	-1	8	-1.2	9	5	-3	·	0.4	3	-4
CCOC(=O)c1c(NC(=O)CNCC(O)CO)sc(C)c1C (stereo unspecified)	-2	-7	-2.0	-2	0	-2	-6	-1.5	-1	-3
COc1cc(/C=N/n2c(C3CCCCC3)n[nH]c2=S)cc(OC)c1O	-1	-3	-0.9	-2	-2	3	-6	-1.4	-7	3
Cc1cccc(C2=NN(c3ccccc3)[C@H](CO)[C@H]2c2ccccc2)c1	7	4	0.8	-3	-2	-15	-12	-1.8	-1	-2
CCCCCCCCSc1nnc(-c2ccc(OC)cc2)o1	5	8	-0.6	-3	-3	2	·	-0.3	-4	1
Nc1cc(=O)[nH]c(SCC(=O)N2N=C(c3ccc4ccccc4c3)CC2c2ccccc2)n1 (stereo unspecified)	32*	-3	-0.2	4	-7	-4	-17	-1.2	2	-5
COc1ccc(C(=O)N2CCN(S(=O)(=O)c3ccc(Cl)cc3)CC2)cc1S(=O)(=O)N1CCOCC1	·	-2	-0.3	2	1	1	-39	-0.5	2	-1
COc1cc(CCN2C(=O)c3cccc4cccc(c34)C2=O)c(S(=O)(=O)N2CCCCCC2)cc1OC	-1	-9	-2.7	-8	2	-7	-26	1.1	-8	2
COC(=O)C1=C(C)Nc2nc(SCc3ccccc3)[nH]c(=O)c2C1c1cccs1 (stereo unspecified)	·	-4	-0.5	3	-5	-12	24	1.3	-3	-2
CCOC(=O)c1sc(NC(=O)c2ccncc2)c(C#N)c1C	-4	-6	0.3	0	-3	10	15	1.2	-3	0
Cc1cc(C)cc(N(CC(=O)NCC2CCCO2)C(=O)CN2C(=O)COc3ccccc32)c1 (stereo unspecified)	·	-14	-0.1	0	-14	7	-8	1.1	0	-5
COc1ccc(S(=O)(=O)N2CCOCC2)cc1NC(=O)c1cccs1	·	-8	-0.8	2	-1	5	9	-0.8	4	-3
Cc1cc(-c2ccc(C)c(S(=O)(=O)N3CC(=O)Nc4ccccc43)c2)on1	-9	2	-1.3	1	-7	4	-1	0.5	-2	2
CCCNC(=S)Nc1cc2oc3ccccc3c2cc1OC	-4	-3	-3.0	-3	3	6	-89	-1.1	-2	-3
O=C1NCCN1C(=O)N(c1ccccc1)c1ccccc1	·	-2	-2.6	2	-8	-5	18	1.1	14	-4
CCn1c(=O)cc(OCC(=O)NC(C)c2ccc3c(c2)OCCO3)c2ccccc21 (stereo unspecified)	1	14	-2.1	-2	4	9	-16	0.2	2	1
Fc1ccccc1C(c1nnnn1Cc1ccc2c(c1)OCO2)N1CCN(Cc2ccccc2)CC1 (stereo unspecified)	-5	14	·	-5	1	11	-42	-0.1	1	0
CS(=O)(=O)N1CCc2cc(C(=O)Nc3ccccc3)ccc21	-3	2	-0.2	0	-5	-8	-16	2.1	1	-7

Only PKA-R2B activ and Cardiac RTF inh, for some of the entries so far:
canonical_smiles | PKA-R2B activ | Cardiac RTF inh
CCCCCCCCSc1nnc(-c2ccc(OC)cc2)o1 | 2 | -3
COC(=O)C1=C(C)n2nnnc2NC1c1ccc(Cl)cc1 (stereo unspecified) | -12 | 5

Continuation:
SMILES	CAL PDZ FP-1	Rtt109 Vps75	CAL PDZ FP-2	DAGLB inhibitor	Cardiac RTF inh	PKA-R2B activ	SR-BI DiI-HDL act	C-LANA FP	cardiac RTF act	Keap1-Nrf2 PPI
Clc1cccc(CSc2ncnc3c2ncn3C2CCCCO2)c1 (stereo unspecified)	-4	1	0.8	-5	-4	10	-18	0.1	-2	-7
CCOC(=O)C(Sc1n[nH]c(N)n1)c1ccccc1 (stereo unspecified)	1	7	-2.5	4	-2	-4	2	-0.1	-1	-5
O=c1cc(NCc2ccccc2)nc2n1CCCS2	2	-4	-0.7	3	10	4	17	1.4	-1	4
Cc1ccc(C(=O)CS(C)(=O)=O)cc1	-4	-12	0.7	-1	-13	2	18	1.9	1	0
CCCOC(=O)c1c(-c2ccc(OC)cc2)oc2ccc(-c3ccc(OC)nc3)cc12	-2	-3	-0.2	-1	2	0	-73	0.4	6	-2
Cc1c(NC(=O)C(C)Sc2nc3ccccc3c(=O)n2CCO)c(=O)n(-c2ccccc2)n1C (stereo unspecified)	·	1	0.8	2	0	-12	3	0.0	1	-3

Rows are unselected; any-hit rate near 1.6%.
